# Screens: PubChem, Sanford-Burnham Center for Chemical Genomics
# NALP3 yeast inh – NALP3 inhibition in yeast | Yeast reconstituted NLRP3/ASC/caspase-1, beta-gal luminescence, 24 h | inhibition, % at 10 µM | hit rate 0.39% among 330,000 | AID 2825;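 active = inhibition of 50% or more; inactive = inhibition below 50%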;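 note: plate controls were induced DMSO wells for no effect and uninduced yeast grown without galactose for full effect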
# UPR XBP1 act – activators of adaptive arm of unfolded protein response (XBP1); CHO-XBP1 luciferase reporter, IRE1-XBP1 UPR activation, luminescence; percent of tunicamycin response, DMSO as zero; activation, % at 20 µM; hit rate 0.33% among 330,000;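 active = versus positive control, 20 µM dose yields 30% or more activation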;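 note: 100% = tunicamycin at 10 µg/mL and 0% = DMSO only wells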
#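 Material – CHO cell line with stable XBP1 luciferase reporter · Buffer or medium – F12 plus 10% FBS · Compound – single point, 20 µM final compound, 1% DMSO · Schedule – 16-18 h cell attachment at 37 °C, then 6 h compound exposure · Signal – Steady-Glo luminescence read · Benchmarks – high control tunicamycin 10 µg/mL final, low control DMSO vehicle only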
# CHOP UPR activ – activators of apoptotic arm of unfolded protein response (CHOP) | CHO-CHOP luciferase reporter, UPR activation, luminescence; percent of tunicamycin response over DMSO baseline | activation, % at 10 µM | hit rate 0.34% among 330,000;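 active = at 10 µM dose, activation of 40% or more, normalized to positive control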;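 note: 100% = tunicamycin at 10 µg/mL and 0% = DMSO alone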
#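 System: CHO CHOP reporter cells. Amount: 500 cells per well. Buffer or medium: F12 medium, 10% FBS. Compound dosing: one dose, 10 µM in 0.5% DMSO. Incubation: 6 h compound exposure at 37 °C after overnight seeding. Technique: Steady-Glo luciferase luminescence. Benchmarks: tunicamycin and DMSO controls.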
# TIM10 inh – TIM10 yeast growth inhibition; AID 463195; hit rate 1.4% among 330,000; inhibition, % at 10 µM; S. cerevisiae TIM10 strain growth, BacTiter-Glo luminescence, 24 h;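 active = inhibition of 40% or more at the single tested concentration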;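 note: wild-type TIM10 isogenic control strain grown at permissive 25 °C; 0% = DMSO yeast wells and 100% = minimal medium wells without yeast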
# tim10-1 inh – tim10-1 yeast growth inhibition; S. cerevisiae tim10-1 ts strain growth, BacTiter-Glo, 24 h; inhibition, % at 20 µM; hit rate 2.2% among 330,000;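 active = inhibition of at least 40%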;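 note: mutant grown at 25 °C; 0% = DMSO wells with yeast and 100% = wells holding no yeast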
# Mdm2 MdmX PPI – disrupts the human Mdm2-MdmX interaction | inhibition, % at 8 µM | hit rate 3% among 330,000 | AID 485346 | O15151+Q00987 | SaOS-2 split-luciferase Mdm2/MdmX complementation, luminescence;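 active = inhibition of at least 50% at 8 µM in the primary screen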
# GRIN3A LBD mod – modulates the human NR3A ligand-binding domain; hit rate 2.5% among 340,000; Tm shift relative to glycine control, % at 25 µM; NR3A LBD differential scanning fluorimetry, Tm shift; 0% = protein alone, 100% = glycine-bound protein; AID 1259313;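 active = melting temperature shift of at least 10% of the positive control shift, at one fixed dose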
# APJ agonist – activates the human apelin receptor APJ; P35414; CHO-K1 APJ PathHunter beta-arrestin, luminescence; 0% DMSO wells, 100% apelin; activation, % at 20 µM; hit rate 0.11% among 330,000; AID 2520;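 active = activation more than six SD over the plate average, tested at 20 µM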;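 note: 0% = DMSO alone and 100% = apelin-13 at 10 nM; some results filed as inactive read as strong as hits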
# Target sequence (P35414 whole entry, looked up): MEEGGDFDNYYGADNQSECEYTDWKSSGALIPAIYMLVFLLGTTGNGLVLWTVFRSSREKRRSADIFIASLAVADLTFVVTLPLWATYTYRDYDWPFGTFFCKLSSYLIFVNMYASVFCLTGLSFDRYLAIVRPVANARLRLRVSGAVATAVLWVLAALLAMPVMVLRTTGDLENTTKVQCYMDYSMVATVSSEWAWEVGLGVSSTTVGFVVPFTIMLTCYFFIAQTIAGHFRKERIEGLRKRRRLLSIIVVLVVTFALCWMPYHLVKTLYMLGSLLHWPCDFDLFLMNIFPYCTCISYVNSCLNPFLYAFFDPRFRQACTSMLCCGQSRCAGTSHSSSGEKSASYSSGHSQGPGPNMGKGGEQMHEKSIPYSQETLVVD
#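 system = engineered CHO-K1 APJ arrestin reporter cells | input = 1000 cells per well | timing = overnight seeding, 90 min compound at 25 °C, 1 h detection | measured by = enzyme-fragment complementation luminescence | read-out = beta-arrestin recruitment to APJ as agonist activity, luminescent signal | control set = negative DMSO alone, positive Apelin-13 at 10 nM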
# tim23-1 inh – tim23-1 yeast growth inhibition. inhibition, % at 20 µM. S. cerevisiae tim23-1 growth, BacTiter-Glo luminescence, 24 h. AID 463212. hit rate 1.3% among 330,000;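 active = growth inhibition of the mutant yeast at or above 50%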;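 note: temperature-sensitive mutant grown at 25 °C; plate controls were DMSO-treated mutant yeast for no effect and medium wells lacking yeast for full effect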
# Starred values were filed as active, the others as inactive.
Structure	CHOP UPR activ	tim10-1 inh	tim23-1 inh	Mdm2 MdmX PPI	GRIN3A LBD mod	APJ agonist	UPR XBP1 act	NALP3 yeast inh	TIM10 inh
C=CCN=C1SCC(=O)N1S(=O)(=O)c1ccc(C)cc1	2.4	20	19	12	1	0	-1	17	15
CC(C)(C)c1ccc(-c2nc(N)nc(N)n2)cc1	6.6	8	11	4	-1	-1	3	19	16
COc1ccc(OC)c(N2C(=O)C(Cl)=C(N3CCOCC3)C2=O)c1	0.2	4	19	16	2	2	-2	9	10
CSCCC(NC(=O)c1ccc(Cl)cc1)C(=O)NC(C)(C)C (stereo not drawn)	-3.5	25	6	-12	-6	-2	-2	7	5
CN(C)CCCNC(=O)C(=O)Nc1cc2c3c(c1)CCC(=O)N3CCC2	0.3	0	-1	-16	-5	3	-3	5	2
CC(C)C[C@H](NC(=O)c1[nH]cnc1C(=O)N[C@@H](C)C(=O)OCc1ccccc1)C(=O)OCc1ccccc1	-2.4	13	28	23	-11	-4	-3	8	16
COc1ccc(-c2noc(C3CCCN(S(=O)(=O)c4cccc(Cl)c4)C3)n2)cc1OC (stereo not drawn)	-1.3	14	30	16	2	-5	1	2	17
Cc1c(C(=O)NNC(=S)NCc2ccc(Cl)cc2)oc2ccccc12	0.8	23	8	-2	9	1	-2	9	-1
O=C(CCNC(=O)c1ccc(Cl)cc1)Nc1ccncc1	1.9	-4	2	-24	2	5	-2	9	8
CCOC(=O)C1=C(O)/C(=C\c2ccc(OC)c(OC)c2)N=C1C	-0.5	-3	-3	15	-19	6	-4	12	-4
O=C(Nc1ccc(S(=O)(=O)NCC2CCCO2)cc1)c1ccc(F)cc1 (stereo not drawn)	-1.0	0	5	29	1	1	4	3	7
COCCNC(=O)c1onc(CSc2ccc(Cl)cc2)c1C(=O)O	-1.6	5	-1	-17	-1	11	-1	2	-1
Cc1ccc(OCc2ccc(C(=O)Nc3c(C)nn(Cc4c(F)c(F)c(F)c(F)c4F)c3C)o2)c([N+](=O)[O-])c1	3.7	24	26	23	-15	0	0	21	23
CC(=O)c1cccc(S(=O)(=O)Nc2cc(C(F)(F)F)ccc2N2CCOCC2)c1	1.5	4	19	20	0	-1	-2	6	3
COc1cccc(NC(=O)c2oc3ccccc3c2NC(=O)C(C)(C)C)c1	2.0	29	34	8	0	0	6	7	35
Cc1cc(C)nc(N/N=C2/CCSc3ccc(F)cc32)n1	0.4	15	-9	-11	2	2	-3	16	-5
COc1ccc(CN2CCNC(=O)C2CC(=O)N(C)Cc2nonc2C)c(F)c1 (stereo not drawn)	-2.1	-17	-11	6	1	8	-3	20	-2
Cc1cccc(NC(=O)c2ccc(-n3cccn3)c([N+](=O)[O-])c2)c1	1.0	5	4	6	-4	-2	8	12	-2
Cc1ccc(C2Cc3cc(O)c(O)cc3CN2)cc1 (stereo not drawn)	3.1	9	11	25	-1	3	-4	7	11
COc1ccc(C2=NOC(C(=O)NCc3cccs3)C2)cc1OC (stereo not drawn)	-2.3	4	-16	45	1	-1	2	13	-18
COc1ccccc1N1CCN(C(=O)c2cc(=O)c3cc(C)ccc3o2)CC1	1.3	37	37	40	0	-2	0	3	24
Cc1ccc(SCC(=O)NN2C(=O)c3ccccc3C2=O)cc1	7.8	17	19	16	-1	-1	0	9	22
CCn1cc(C(=O)NCCC2=CCCCC2)c(=O)c2cc(S(=O)(=O)N(C)C)ccc21	-1.8	-7	-13	20	2	0	-1	12	-3
CCOC(=O)Cn1c(=O)cc(C)c2cccc(C)c21	-2.2	2	17	7	1	-3	-3	10	-3
CCCCCc1ccc(-c2cn(Cc3ccc(C)cc3)nn2)cc1	1.8	-14	-2	-9	-3	-1	-1	8	-13
CCOC(=O)C1CCCN(Cc2sccc2C)C1 (stereo not drawn)	0.5	-6	10	-8	5	3	-3	17	10
O=C(CSCc1ccccc1Cl)N1CCN(c2ccccn2)CC1	9.2	-51	-7	-42	-12	-5	2	-5	-66
Cc1ccccc1NC(=O)CON=C(N)c1ccccc1	-0.4	3	-7	21	1	-3	-1	16	3
CC(C)c1ccc(OCC(=O)Nc2cccc(C(=O)Nc3ccccc3C(=O)O)c2)cc1	-1.7	-25	27	-15	4	-1	-2	16	20
CCN(CC)c1ccc(C(=S)NC2CCCCC2)cc1	1.2	32	24	-18	-6	-2	-2	42	46*
COC(=O)[C@H](CC(C)C)NC(=O)Nc1ccccc1F	0.1	-6	-2	-3	-1	1	-3	-13	-4
N#Cc1nc(-c2ccccc2F)oc1N1CCCC1	0.2	36	28	-13	-1	-3	-1	4	14
COc1ccc(Cl)cc1NC(=O)COC(=O)CCNC(C)=O	1.2	5	7	-8	0	0	-3	14	-18
CCOc1ccccc1NC(=O)CCNS(=O)(=O)c1ccccc1	0.7	7	3	20	-1	1	-3	-8	8
COc1ccccc1C(=O)N/N=C/c1ccc2c(c1)OCO2	4.2	28	13	-21	0	-3	7	19	-7
O=C(CN1CCN(S(=O)(=O)c2ccccc2)CC1)Nc1ccc(N2CCOCC2)cc1	-0.3	5	1	3	-4	1	-2	5	8
Oc1ccc2cccnc2c1	0.9	13	6	-8	-2	-3	-1	16	1
CSc1ncccc1C(=O)OCC(=O)NC(=O)NCCC(C)C	-0.2	16	9	24	2	-4	14	14	-4
Cc1cc(C(=O)COC(=O)c2cccnc2Cl)c(C)n1CC1CCCO1 (stereo not drawn)	-8.5	16	27	79*	0	-2	-14	23	-3
CCn1cc(C(=O)NCC2CCCO2)c2cc(OC)c(OC)cc2c1=O (stereo not drawn)	2.0	4	10	13	0	1	4	6	1
CCN(CC)C(=O)CSc1nc(Cc2ccccc2)nc2ccccc12	-0.3	16	27	26	-1	0	-2	31	-6
Cc1cccc(Cn2c(Cc3ccccc3)nc3ccccc32)c1	-0.3	10	25	27	9	-6	-2	20	24
CCCCOc1ccc(C(=O)Nc2ccc3c(c2)OCO3)cc1	2.9	5	9	-42	-15	-1	2	5	5
Cc1noc(NS(=O)(=O)c2ccc(N/C=C/C(=O)c3ccc(F)cc3)cc2)c1C	-2.7	15	17	-18	-6	-2	-2	16	10
CCCCN1C(=O)CC(C(=O)O)C1c1ccc(OC)cc1 (stereo not drawn)	-1.6	3	15	4	1	1	0	3	-5
C=C(Cl)COc1ccc2c(CC)cc(=O)oc2c1	-0.6	14	21	11	0	-5	3	51*	-19
C/C(=N\NC(=O)c1cc(C2CC2)nc2ccccc12)c1ccc(C)s1	-2.5	10	-18	24	-1	0	13	-7	-1
Cc1ccc(C)c(NC(=O)CSc2nc(C)cs2)c1	-0.5	-7	3	-22	0	-2	-1	21	0
CCN(Cc1ccccc1)C(=O)CCS(=O)(=O)c1ccc2c(c1)CCN2C(C)=O	3.0	31	16	24	-3	-5	-2	12	13
O=C(Nc1ccc(Br)cc1)c1cccc(OC(=S)N2CCOCC2)c1	2.0	2	14	15	-10	1	6	15	10
CC1=C(C(=O)NCCN2CCN(C)CC2)C2(CCC(C)CC2)OC1=O (stereo not drawn)	0.1	11	8	0	2	-4	-3	2	2
CC1Cc2ccccc2C(CCc2ccccc2)=N1 (stereo not drawn)	2.9	35	29	-8	1	-3	6	4	22
O=C(c1cccs1)N1CCN(S(=O)(=O)N2CCOCC2)CC1	0.6	-15	-2	-20	-1	-4	1	-7	-3
Cc1ccc(-c2noc(-c3cc(C(C)(C)C)nn3Cc3ccccc3)n2)cc1	-0.4	3	3	7	2	-1	-2	3	1
N/C(=N\OC(=O)C1CCCCC1)c1cccc([N+](=O)[O-])c1	3.2	47*	31	-36	3	1	5	12	26
Cc1ccc(SCC(=O)NCCSCc2ccccc2)cc1	2.1	20	24	-20	0	-3	-5	19	11
Cc1occc1C(=O)N/N=C/C(Br)=C/c1ccccc1	0.3	24	55*	-175	1	4	-3	3	17
Cc1ccccc1/C=N/n1c(C2CCCCC2)n[nH]c1=S	0.4	27	40	13	2	-5	4	17	26

# Sorted by number of heavy atoms (ascending): some entries from above.
Structure	CHOP UPR activ	tim10-1 inh	tim23-1 inh	Mdm2 MdmX PPI	GRIN3A LBD mod	APJ agonist	UPR XBP1 act	NALP3 yeast inh	TIM10 inh
C=C(Cl)COc1ccc2c(CC)cc(=O)oc2c1	-0.6	14	21	11	0	-5	3	51*	-19
Cc1ccc(C)c(NC(=O)CSc2nc(C)cs2)c1	-0.5	-7	3	-22	0	-2	-1	21	0
Cc1occc1C(=O)N/N=C/C(Br)=C/c1ccccc1	0.3	24	55*	-175	1	4	-3	3	17
Cc1ccccc1/C=N/n1c(C2CCCCC2)n[nH]c1=S	0.4	27	40	13	2	-5	4	17	26
O=C(c1cccs1)N1CCN(S(=O)(=O)N2CCOCC2)CC1	0.6	-15	-2	-20	-1	-4	1	-7	-3
CCCCOc1ccc(C(=O)Nc2ccc3c(c2)OCO3)cc1	2.9	5	9	-42	-15	-1	2	5	5
Cc1cccc(Cn2c(Cc3ccccc3)nc3ccccc32)c1	-0.3	10	25	27	9	-6	-2	20	24
O=C(Nc1ccc(Br)cc1)c1cccc(OC(=S)N2CCOCC2)c1	2.0	2	14	15	-10	1	6	15	10
Cc1ccc(-c2noc(-c3cc(C(C)(C)C)nn3Cc3ccccc3)n2)cc1	-0.4	3	3	7	2	-1	-2	3	1
CCN(Cc1ccccc1)C(=O)CCS(=O)(=O)c1ccc2c(c1)CCN2C(C)=O	3.0	31	16	24	-3	-5	-2	12	13

# Grouped by structure, the compounds so far with a COOH group (three)
Structure	CHOP UPR activ	tim10-1 inh	tim23-1 inh	Mdm2 MdmX PPI	GRIN3A LBD mod	APJ agonist	UPR XBP1 act	NALP3 yeast inh	TIM10 inh
COCCNC(=O)c1onc(CSc2ccc(Cl)cc2)c1C(=O)O	-1.6	5	-1	-17	-1	11	-1	2	-1
CC(C)c1ccc(OCC(=O)Nc2cccc(C(=O)Nc3ccccc3C(=O)O)c2)cc1	-1.7	-25	27	-15	4	-1	-2	16	20
CCCCN1C(=O)CC(C(=O)O)C1c1ccc(OC)cc1 (stereo not drawn)	-1.6	3	15	4	1	1	0	3	-5
